From PubChem BioAssay
Bfl-1 Bim block: human Bim-Bfl-1 interaction inhibition | inhibition, % at 10 µM | 190,000 compounds, 0.12% hits | AID 1008 | Bead-based flow cytometry, Bim-Bfl-1 binding inhibition;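 note: 0% = wells without compound plus tracer and 100% = blocker peptide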
Bcl-XL Bim block: human Bim-Bcl-XL interaction inhibition | Q07817 | Bim peptide-Bcl-XL binding, bead flow cytometry, fluorescence | inhibition, % at 10 µM | 190,000 compounds, 0.04% hits | AID 1007
Target sequence (Q07817 whole entry, looked up): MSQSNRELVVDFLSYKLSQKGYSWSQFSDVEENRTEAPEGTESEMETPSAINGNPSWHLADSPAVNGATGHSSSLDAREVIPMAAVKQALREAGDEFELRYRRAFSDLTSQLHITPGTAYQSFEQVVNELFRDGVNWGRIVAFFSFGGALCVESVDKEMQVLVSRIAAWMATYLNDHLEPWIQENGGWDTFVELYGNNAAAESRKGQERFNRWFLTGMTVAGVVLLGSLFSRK
HRas wt GTP bind: human HRas wildtype GTP binding, change in either direction; GST-Ras wt beads, Bodipy-FL-GTP binding, flow cytometry; actives lie on both sides; 190,000 compounds, 0.14% hits; AID 759; GTP binding activity, % at 10 µM;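 active = GTP binding activity at least 20% away from the 100% baseline, either lowered as inhibitor or raised as activator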;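 note: 0% = unlabeled GTP competition control and 100% = no-compound control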
Target sequence (P01112 whole entry, looked up): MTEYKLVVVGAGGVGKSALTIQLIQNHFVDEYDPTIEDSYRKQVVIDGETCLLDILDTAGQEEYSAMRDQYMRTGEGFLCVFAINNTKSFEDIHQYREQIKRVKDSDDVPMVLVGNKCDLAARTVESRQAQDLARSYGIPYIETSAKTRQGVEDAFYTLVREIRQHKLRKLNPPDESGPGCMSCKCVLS
Rac1 mut GTP: human Rac1 activated mutant GTP binding change. P63000. GST-Rac1 activated beads, fluorescent GTP binding, flow cytometry; actives lie on both sides; 100% means binding = to untreated wells. percent activity (GTP binding), % at 10 µM. 190,000 compounds, 0.11% hits. AID 764;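 active = GTP binding at least 20 percentage points away from the 100% baseline, in either direction, so actives lie on both sides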
Rab7 wt GTP bind: dog Rab7 wildtype GTP binding, inhibitors and activators. GTP binding activity (percent of control), % at 10 µM. AID 758. 190,000 compounds, 0.055% hits. GST-Rab7 beads, fluorescent GTP binding, flow cytometry; actives lie on both sides; untreated = 100%, excess cold GTP = 0%;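 active = fluorescent GTP binding to Rab7 beads changed by at least 20 points from the 100% baseline, either direction, mostly lower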;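 note: median green fluorescence of bound Bodipy-FL-GTP per Rab7 bead population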
Bim-Bcl-W: disrupts Bim peptide binding to human Bcl-W; Q92843; bead-based flow cytometry; inhibition, % at 10 µM; 190,000 compounds, 0.02% hits; AID 952;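 note: 0% = bound tracer without compound and 100% = peptide blocker; higher means less fluorescent Bim peptide bound to Bcl-W beads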
Target sequence (Q92843 whole entry, looked up): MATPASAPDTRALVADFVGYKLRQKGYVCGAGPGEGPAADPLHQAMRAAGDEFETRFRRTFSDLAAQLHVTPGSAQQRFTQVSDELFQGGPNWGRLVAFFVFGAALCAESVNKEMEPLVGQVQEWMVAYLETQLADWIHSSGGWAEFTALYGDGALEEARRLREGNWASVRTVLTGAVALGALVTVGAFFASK
Rab2A wt mod: changes GTP binding to wildtype dog Rab2A, up or down | GST-Rab2 wt beads, Bodipy-GTP binding, flow cytometry | GTP binding activity, % at 10 µM | 190,000 compounds, 0.19% hits | AID 760;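 active = GTP binding activity at least 20 points away from 100%, either lowered or raised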;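 note: 0% = beads with excess unlabeled GTP and 100% = no-compound control corrected for plate trend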
Rac1 wt GTP bind: human Rac1 wildtype GTP binding, inhibitors and activators. GST-Rac1 beads, fluorescent GTP binding, flow cytometry; actives lie on both sides; 0 = cold GTP competed, 100 = untreated. 190,000 compounds, 0.27% hits. GTP binding activity (% of control), % at 10 µM. P63000. AID 757;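 active = GTP binding activity at least 20 points away from the 100% control level, either lower or higher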
Bim-Bcl-B: human Bim-Bcl-B interaction inhibition; 190,000 compounds, 0.073% hits; AID 951; inhibition, % at 10 µM; bead-based flow cytometry, Bim peptide-Bcl-B binding;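 note: 0% = tracer peptide without compound and 100% = reference inhibitor peptide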
Target sequence (Q9HD36 whole entry, looked up): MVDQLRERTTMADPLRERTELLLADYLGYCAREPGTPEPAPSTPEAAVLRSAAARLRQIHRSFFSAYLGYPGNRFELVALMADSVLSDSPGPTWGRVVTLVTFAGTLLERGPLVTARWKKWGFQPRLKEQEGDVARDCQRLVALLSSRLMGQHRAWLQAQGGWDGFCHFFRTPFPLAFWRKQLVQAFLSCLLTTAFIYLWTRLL
Bim-Bcl-2: disrupts Bim peptide binding to human Bcl-2. P10415. Bead-based flow cytometry, Bim peptide-Bcl-2 binding. inhibition, % at 10 µM. 190,000 compounds, 0.06% hits. AID 950; in the data active = inhibition above about 40%;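 note: 0% = no compound wells with probe peptide and 100% = reference peptide inhibitor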
Cdc42 wt GTP: human Cdc42 wildtype GTP binding change, either direction | P60953 | GST-Cdc42 beads, Bodipy-GTP binding, flow cytometry; actives lie on both sides | percent activity (GTP binding), % at 10 µM | 190,000 compounds, 0.2% hits | AID 761;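 active = percent activity GTP binding at least 20 points away from the 100% baseline, either down as inhibitor or up as activator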;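 note: median bead fluorescence of bound Bodipy-FL-GTP at 100 nM; 0% = excess unlabeled GTP control and 100% = no compound control; below 100% means less GTP binding so inhibitor and above means activator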
Target sequence (P60953 whole entry, looked up): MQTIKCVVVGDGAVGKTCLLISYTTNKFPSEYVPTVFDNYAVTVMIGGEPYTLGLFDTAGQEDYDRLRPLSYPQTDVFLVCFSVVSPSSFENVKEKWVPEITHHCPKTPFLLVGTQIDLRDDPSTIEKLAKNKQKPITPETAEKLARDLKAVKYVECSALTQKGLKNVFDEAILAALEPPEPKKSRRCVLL
Starred values were filed as active, the others as inactive. Cut-off read from the data, not from the text of the source, unless noted: active = inhibition above about 40%.

SMILES	Bfl-1 Bim block	Bcl-XL Bim block	HRas wt GTP bind	Rac1 mut GTP	Rab7 wt GTP bind	Bim-Bcl-W	Rab2A wt mod	Rac1 wt GTP bind	Bim-Bcl-B	Bim-Bcl-2	Cdc42 wt GTP
CCN(CC)CCOC(=O)C1(C2CCCCC2)CCCCC1	1	-2	98	98	102	-2	99	101	-6	0	94
CCN(CCC(=O)Nc1cc(OC)cc(OC)c1)Cc1ccccc1	4	-1	100	96	99	-1	99	100	-2	1	100
N#Cc1nc(Cc2cccc3ccccc23)oc1NCCN1CCOCC1	-10	-2	105	102	105	-1	103	108	-10	-12	105
C=CCn1c(SCc2cccc(F)c2)nc2cc(C(=O)N3CCC(C(N)=O)CC3)ccc2c1=O	-2	-4	97	98	94	-2	100	99	0	0	95
O=C1/C(=C\c2cccnc2)SC(=S)N1C1CCS(=O)(=O)C1 (stereo not given)	-22	-11	100	98	102	-3	100	104	-11	-13	99
CC(C)(C)OC(=O)NNC(=S)NC1CCCCC1	-7	-7	100	96	111	-4	102	103	-13	0	99
Cc1ccc(-c2nc3sc4c(c3c(=O)n2N)CCCC4)cc1	1	0	102	99	104	1	101	103	1	3	102
COc1ccc(NC(=O)CCC(=O)Nc2nnc(C(F)(F)F)s2)c(OC)c1	-3	-3	99	95	100	-2	96	101	0	1	98
NC(=O)C1=C[C@H](c2ccc(C(F)(F)F)cc2)C[C@H](OCc2ccc(CO)cc2)O1	-3	0	97	96	101	0	99	96	-1	-1	96
C=CCn1c(SCC(=O)/C(C#N)=C(\C)N)nc2sc(C)c(C)c2c1=O	-2	-4	109	102	104	-6	109	112	0	-5	114
Cc1occc1-c1n[nH]c(=S)n1CC(C)C	12	-7	100	100	95	-2	101	104	-17	0	100
O=c1oc2ccccc2n1Cc1ccccc1Cl	2	-2	88	89	95	-4	88	89	4	-3	88
N/C(Cc1cccs1)=N\OC(=O)COc1ccc(Br)cc1Cl	-3	-4	101	99	94	0	101	99	-4	0	104
CC(C)C1CC(CCN)(Cc2ccccc2)CCO1 (stereo not given)	6	0	94	94	99	1	98	94	-2	2	88
Cc1cc(C)n(C(=O)c2cccc(S(=O)(=O)N3CCCC3)c2)n1	-12	-7	96	98	100	-3	98	103	-3	-7	104
O=C(CSc1nnnn1C1CCCCC1)N1CCOCC1	-5	-7	98	96	97	0	96	105	-2	-3	100
O=C(CCS(=O)CCC(=O)NCc1ccccc1)NCc1ccccc1	-5	-2	96	95	93	-5	95	95	0	-5	97
Cc1cc(NC(=O)C2CCCC2)n(-c2nc3ccccc3[nH]2)n1	-3	0	100	98	99	1	100	99	0	-6	99
CCN(CC)CCNC(C(=O)Nc1ccc([N+](=O)[O-])cc1Br)c1ccccc1 (stereo not given)	-2	-9	100	101	106	-3	99	106	-6	-5	102
COc1ccc(OCC(O)CN2CCN(Cc3ccc4c(c3)OCO4)CC2)cc1 (stereo not given)	2	-2	101	100	100	0	99	107	-2	2	105
CC(=O)N1CC=C2C(C#N)=C(N)C(C#N)(C#N)[C@H](c3ccoc3)[C@H]2C1	-1	-2	102	100	100	-1	100	100	-2	-2	102
CC1CCN(C(=S)c2ccc([N+](=O)[O-])cc2)CC1	3	-14	101	100	100	-6	98	103	-36	-5	104
CS(=O)(=O)c1ccc(-c2cn3cc(C(=O)O)ccc3n2)cc1	-2	1	101	94	105	0	103	100	0	0	98
Cc1cc(C)cc(NC(=O)CSc2ccc(-c3ccco3)nn2)c1	-3	-8	97	95	97	-6	95	100	-6	-2	100

Compound profiles (already shown). Screens in order: Bfl-1 Bim block | Bcl-XL Bim block | HRas wt GTP bind | Rac1 mut GTP | Rab7 wt GTP bind | Bim-Bcl-W | Rab2A wt mod | Rac1 wt GTP bind | Bim-Bcl-B | Bim-Bcl-2 | Cdc42 wt GTP
`Cc1cc(C)n(C(=O)c2cccc(S(=O)(=O)N3CCCC3)c2)n1` as listed: -12 | -7 | 96 | 98 | 100 | -3 | 98 | 103 | -3 | -7 | 104
`CS(=O)(=O)c1ccc(-c2cn3cc(C(=O)O)ccc3n2)cc1` as listed: -2 | 1 | 101 | 94 | 105 | 0 | 103 | 100 | 0 | 0 | 98
`O=C(CCS(=O)CCC(=O)NCc1ccccc1)NCc1ccccc1` as listed: -5 | -2 | 96 | 95 | 93 | -5 | 95 | 95 | 0 | -5 | 97
`CC(=O)N1CC=C2C(C#N)=C(N)C(C#N)(C#N)[C@H](c3ccoc3)[C@H]2C1` as listed: -1 | -2 | 102 | 100 | 100 | -1 | 100 | 100 | -2 | -2 | 102
`N/C(Cc1cccs1)=N\OC(=O)COc1ccc(Br)cc1Cl` as listed: -3 | -4 | 101 | 99 | 94 | 0 | 101 | 99 | -4 | 0 | 104

Next section.
SMILES	Bfl-1 Bim block	Bcl-XL Bim block	HRas wt GTP bind	Rac1 mut GTP	Rab7 wt GTP bind	Bim-Bcl-W	Rab2A wt mod	Rac1 wt GTP bind	Bim-Bcl-B	Bim-Bcl-2	Cdc42 wt GTP
COc1ccc(-n2c(SCC(=O)Nc3ncc(Cl)cc3Cl)nc3ccccc32)cc1	0	-4	98	92	99	-2	97	94	-11	1	92
CN(c1ccccc1)c1nc2ccsc2c(=O)s1	-9	-3	96	95	96	0	96	97	-5	-3	97
CC1CCCN(C(=O)c2ccc3c(=O)n(Cc4ccc5c(c4)OCO5)c(=S)[nH]c3c2)C1 (stereo not given)	-2	-3	98	95	95	-1	98	102	-6	1	95
CC(C)(C)c1ccc(C(=O)CS(=O)(=O)c2ccccc2)cc1	0	-1	99	96	100	1	99	98	0	-1	98
O=C1N(Cc2cccc(Cl)c2)C[C@@H]2C[C@@H](c3c[nH]c4ccccc34)N3CCC[C@@]123	-7	-7	108	100	110	-6	107	107	-8	-5	106
CCCCN(C(=O)CNC(=O)c1ccco1)C(C(=O)NC1CCCC1)c1ccc(OC)cc1 (stereo not given)	-12	2	99	99	97	0	97	102	-6	-6	99
CC(Sc1nncn1C)C(=O)Nc1nnc(C(C)C)s1 (stereo not given)	-7	0	99	100	101	2	99	103	-3	-4	100
Cc1cccc2sc(N(CCN(C)C)C(=O)c3cc(Cl)sc3Cl)nc12	-7	-10	100	102	97	-6	101	104	-13	-6	99
COc1ccc(C)cc1S(=O)(=O)N1CC(C)OC(C)C1 (stereo not given)	-11	-4	98	93	101	-3	96	99	-7	-5	92
O=C(N/N=C/c1ccc2nccnc2c1)c1cccc([N+](=O)[O-])c1	-2	7	88	89	97	3	86	77*	3	-1	82
CCN(CC)C1CCN(C(=O)CCc2nnc(CCc3ccccc3)o2)C1 (stereo not given)	-5	-3	96	97	104	-2	102	100	0	-1	98
C=CCn1c(SCCC)nc2sc3c(c2c1=O)CCc1ccccc1-3	3	0	95	98	93	1	94	97	-2	4	96
Cc1ccc(NC(=O)c2ccccc2NS(=O)(=O)c2ccc(Cl)s2)cc1	-1	-5	96	97	93	-2	95	99	-1	-3	93
CCc1cc(-c2nc(N)ncc2-c2csc(C)n2)c(O)cc1OC	-2	-2	96	94	95	0	94	100	-3	-5	96
O=C(NCc1ccccc1)c1cc(=O)nc2sc(-c3ccccc3)nn12	-21	-6	101	100	98	-1	102	105	-11	-14	103
Cn1nnnc1SCC(=O)NNC(=O)c1ccc(Br)cc1	-10	-2	101	95	103	0	99	97	-1	-3	97
COC(=O)C1C(=O)C2=C(CC1C)Nc1ccccc1NC2c1cccs1 (stereo not given)	-4	-4	97	96	103	0	97	94	-1	-1	99
Cc1ccccc1CSc1nnc(C)c(=O)[nH]1	-10	-2	103	100	99	1	105	106	-11	-6	106
Cc1ccnc(NC(=O)Nc2ccc3c(c2)OCO3)c1	-2	-1	104	102	107	-4	106	104	-2	3	106
CC(C)(C)NC(=O)COC(=O)c1ccc(NC(=O)CC#N)cc1	-4	-3	99	94	103	-3	98	98	-3	-3	96
Cc1cc(N=NC(=O)c2ccccc2O)c2ccccc2c1O	-2	6	83	82	91	3	78*	74*	4	2	76*
COCCNC(=O)c1ccccc1-c1nc(-c2ccccc2Cl)no1	0	-2	96	95	96	-4	95	94	-3	-2	95
CN(C(=O)C1CCOC1)c1nnc(-c2cccnc2)s1 (stereo not given)	-11	-17	100	95	101	3	98	105	-3	-1	105
CC(=O)c1ccc(NC(=O)c2ccc3c(Cl)c4c(nc3c2)CCCC4)cc1	7	-4	96	99	97	-1	92	95	0	7	97
CCn1ccc(C(=O)Nc2ccc(S(=O)(=O)Nc3ccccc3OC)cc2)n1	-11	0	98	99	96	0	96	102	-5	-6	99
CC(C)(C)c1cc(C(=O)Nc2ccccc2)ccn1	1	0	101	100	100	-4	99	105	0	-3	100
CCOC(=O)C1C(c2ccccc2)C(C(=O)OCC)C1c1ccccc1 (stereo not given)	-1	-2	100	99	100	-3	100	109	-2	-3	100
CNc1ncc(C(=O)C(C)(C)C)s1	-9	0	97	94	97	2	96	97	-5	-6	97
COCCNc1nc(-c2ccccc2)nc2ccccc12	-4	-5	98	97	98	-4	98	99	-4	-5	101
COC(=O)c1ccc(=O)n(CC(=O)c2ccc(Cl)cc2)c1	1	-1	96	92	99	-1	97	92	0	-1	95
O=C(CSc1nnc(Cc2ccccc2)n1C1CCCCC1)N1CCOCC1	-8	-7	104	99	105	2	103	109	-7	-10	103
COc1cc(/C=N/NC(=O)c2nc(C)cc(C)n2)ccc1O	-9	0	100	97	102	4	101	103	-7	-9	100
Cc1cc2cc(CN(Cc3ccc4c(c3)OCO4)Cc3nnnn3C3CCCC3)c(=O)[nH]c2cc1C	-5	4	97	94	94	0	95	96	2	0	94
COc1ccc(-n2c(Cc3cccn3C)nnc2SCC(=O)Nc2cc(C)cc(C)c2)cc1	-8	-1	100	100	101	0	100	104	-2	-4	100
CCCc1c(C)nc2ccc(OC)cc2c1SCCC(=O)O	-7	-7	100	100	99	-8	99	101	-6	-4	100
COc1ccc(NC(=O)CN2CCOCC2)cc1	-12	-6	104	102	105	1	102	109	-8	-7	105
Cc1ccc(NC(=O)COC(=O)CN2C(=O)NC(C)(C)C2=O)cc1S(=O)(=O)N1CCOCC1	0	-1	95	94	102	0	94	98	-3	-4	91
COc1ccc(C)cc1S(=O)(=O)N(C)CC(=O)NC1CCCCCC1	-7	-4	98	95	95	-6	97	99	-7	-7	96
O=C(COc1ccc(Cl)cc1)N1CCN(c2ccc([N+](=O)[O-])c(N3CCCCC3)c2)CC1	-19	-6	98	95	101	-1	97	96	-7	-7	95
CC(=O)OCC(OC(C)=O)C(OC(C)=O)C(OC(C)=O)C(=O)Nc1ccccc1C (stereo not given)	-9	-14	98	97	100	-4	99	97	-9	-4	99
NC(=O)CCn1nc(-c2ccc(Cl)cc2)c2ccccc2c1=O	-16	-10	99	92	99	0	95	92	-9	-9	96
COc1ccc(N(C)S(=O)(=O)c2cccc3nsnc23)cc1	-6	0	96	94	100	0	94	94	-2	-2	93
CCCCc1cc2c(c(NC(C)=O)n1)c(=O)oc1ccccc12	-11	-3	103	99	102	0	100	106	-4	-7	104
CC1(C)OC(C)(C)/C(=C/Nc2ccccc2)C1=O	-2	-2	101	104	94	-3	98	107	-6	0	100
Cc1cccc(-c2ncc(CN3CCC(CO)(CCCc4ccccc4)CC3)cn2)c1	-2	-2	97	98	98	-2	98	100	-8	-5	100
